GALK inh: qHTS Assay for Inhibitors of Human Galactokinase (GALK). AID 1868, 2009. Potency, µM (highest dose often 57.5 µM), inactives show at the highest dose activity change, negative = inhibition, most hits filed as inhibitors. Purified GALK, Kinase-Glo residual ATP luminescence. hit rate 0.007% among 270,000; also: potency is read from the fitted curve at half-maximal effect; % is scaled to controls: 0 for no effect and ±100 for the full control effect
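Quantitative HTS: GALK 5 nM, ATP 35 uM, galactose 100 uM, 1 h room temperature, then luciferase-based ATP detection.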
CXXC DNA block: qHTS Fluorescence Polarization Assay for Inhibitors of MLL CXXC domain - DNA interaction; Histone-lysine N-methyltransferase 2A (Homo sapiens), Q03164; MLL-CXXC / FITC-HOXA9 DNA fluorescence polarization; Potency, µM (top dose mostly 115 µM), for the others: at the top dose activity change, negative = inhibition, most hits filed as inhibitors; hit rate 0.037% among 290,000; AID 2662, 2010; active = well fitted inhibition curve with a large enough effect in the polarisation, with a control signal flat, not every such curve was filed as active; inconclusive = small, poorly fitted or top-dose-only effect, or effect the other way, or a change in a side signal; inactive = no such curve, though single readings can be large or run the other way; the % refers to the polarisation; also: potency is read from the fitted curve at half-maximal effect
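Purified MLL-CXXC (added from a 7 uM solution) was preincubated 5 min at ambient with pinned compounds in 50 mM Tris-HCl pH 7.5, 50 mM NaCl, 1 mM DTT, 0.05% BSA. Fluorescein-labeled HOX-A9 DNA (50 nM solution) followed, 30 min, then polarization read.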
Tb PFK inh: qHTS Assay to Find Inhibitors of T. brucei phosphofructokinase. Potency, µM (highest dose often 57.5 µM), without a hit: top-dose activity, negative = inhibition, hits mostly inhibitors. hit rate 0.17% among 330,000. AID 485367, 2010. T. brucei PFK, ADP-Glo luminescence. ATP-dependent 6-phosphofructokinase (Trypanosoma brucei brucei), O15648;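 also: potency is read from the fitted curve at half-maximal effect; 0% = uninhibited 1x PFK enzyme wells and -100% = no-enzyme wells; nearly all actives have a fitted effect of over 60% in size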
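1.25 nM PFK with 0.5 mM F6P and 0.1 mM ATP in 0.1 M TEA pH 8.0, 5 mM MgCl2, incubated 45 min at room temperature; ADP measured by ADP-Glo luminescence; compounds titrated up to 57 uM.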
A-T KAP1 phos: qHTS Assay for Identifying a Potential Treatment of Ataxia-Telangiectasia. AID 485349, 2010. Potency, µM (series often up to 57.5 µM), for inactives: top-dose activation, usual class: activators. […] A-T fibroblasts, KAP-1 phosphorylation AlphaLISA; neocarzinostatin DNA damage 30 min before lysis. hit rate 0.19% among 320,000; also: potency is read from the fitted curve at half-maximal effect; % of control where 0% means no effect; nearly all actives have a fitted effect of over 45% in size
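ATM-like activity read as KAP-1 phosphorylation via AlphaLISA donor/acceptor antibody pairs after lysis and 6 hr at 25C. Cells were ATM-null patient fibroblasts ([…], hTERT), dosed 60 min, then exposed to the DSB inducer NCS for 30 min.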
hERG WT inh: qHTS for Inhibitors of KCHN2 3.1: Wildtype qHTS | Voltage-gated inwardly rectifying potassium channel KCNH2 (Homo sapiens), Q12809 | U2OS, BacMam KCNH2, thallium flux FluxOr; hits give low values | activity change, % at 1.84 µM | hit rate 0.37% among 340,000 | AID 720551, 2013;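 active = maximum activity change below -70%; inconclusive = maximum activity change between -70% and -50%; inactive = maximum activity change above -50%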; also: % is scaled to controls: 0 for no effect and ±100 for the full control effect
Target sequence (Q12809 whole entry, looked up): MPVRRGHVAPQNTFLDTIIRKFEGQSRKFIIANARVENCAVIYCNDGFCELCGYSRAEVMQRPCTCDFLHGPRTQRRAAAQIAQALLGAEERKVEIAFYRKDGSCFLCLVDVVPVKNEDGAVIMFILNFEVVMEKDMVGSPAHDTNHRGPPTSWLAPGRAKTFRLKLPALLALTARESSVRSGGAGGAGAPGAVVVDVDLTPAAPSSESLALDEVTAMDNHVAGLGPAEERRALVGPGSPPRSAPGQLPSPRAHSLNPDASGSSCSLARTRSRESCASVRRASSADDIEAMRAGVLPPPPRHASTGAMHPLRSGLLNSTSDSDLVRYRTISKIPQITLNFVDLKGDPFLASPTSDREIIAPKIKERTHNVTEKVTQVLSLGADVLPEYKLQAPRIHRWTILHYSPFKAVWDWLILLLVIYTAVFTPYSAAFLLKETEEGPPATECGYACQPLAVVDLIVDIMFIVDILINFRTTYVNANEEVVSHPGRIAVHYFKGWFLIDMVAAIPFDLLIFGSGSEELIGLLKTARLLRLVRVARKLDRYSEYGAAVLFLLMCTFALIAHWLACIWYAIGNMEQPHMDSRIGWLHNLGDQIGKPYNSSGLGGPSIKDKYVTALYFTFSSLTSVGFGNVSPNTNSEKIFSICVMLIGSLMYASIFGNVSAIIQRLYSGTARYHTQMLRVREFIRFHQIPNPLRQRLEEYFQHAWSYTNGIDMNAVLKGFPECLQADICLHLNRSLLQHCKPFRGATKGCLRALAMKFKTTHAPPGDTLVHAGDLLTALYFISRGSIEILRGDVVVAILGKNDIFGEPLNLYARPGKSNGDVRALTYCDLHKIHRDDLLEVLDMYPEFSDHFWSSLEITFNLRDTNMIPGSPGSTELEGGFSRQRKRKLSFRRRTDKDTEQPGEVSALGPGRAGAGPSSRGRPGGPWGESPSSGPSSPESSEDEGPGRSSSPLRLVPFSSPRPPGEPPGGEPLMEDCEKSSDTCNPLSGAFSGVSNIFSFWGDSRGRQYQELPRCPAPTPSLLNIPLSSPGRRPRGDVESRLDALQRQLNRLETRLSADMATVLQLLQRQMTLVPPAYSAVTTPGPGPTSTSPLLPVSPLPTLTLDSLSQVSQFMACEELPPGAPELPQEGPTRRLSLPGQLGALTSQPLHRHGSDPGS
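U2OS cells were transduced with wild-type KCNH2 virus (2.03 x 10^8 / mL) for 4 h at room temperature, then cultured overnight at 37 C. Thallium flux was read with FluxOr dye. Rate constants were normalized to DMSO controls.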
TCR activator: Activators of T cell receptors: qHTS campaign. primary human leukocytes, anti-CD3, IL-2 HTRF, 48 h. Potency, µM (highest dose often 9.22 µM), for the others: top-dose activation of IL-2 secretion, most hits filed as activators. 330,000 tested, under 10 active; also: % of control where 0% means no effect
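Using a-CD3 beads without co-stimulation, primary human leukocytes were exposed to compounds for 48 hr. An HTRF IL-2 kit measured the cytokine, with europium-to-d2 energy transfer producing emission at 665nm upon 320nm excitation.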
TSHR antagonist: Antagonists of the Thyroid Stimulating Hormone Receptor: HTS campaign; TSHR-expressing cells, TSH-stimulated cAMP HTRF, 2 h; hits give low values; activity change, negative = inhibition, % at 11.5 µM; hit rate 0.2% among 330,000; AID 504810, 2011;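 active = activity change below a set negative limit, meaning inhibition stronger than a set level, cut at about -70% in these data; inconclusive = activity change between two set negative limits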; also: % is scaled to controls: 0 for no effect and ±100 for the full control effect
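Read-out is FRET at 665 nm (cryptate excitation 337 nm) from a cryptate-tagged anti-cAMP antibody, competed by cell cAMP against cAMP-d2. Compounds are tested on freshly harvested TSHR cells challenged with 4nM TSH (EC80) for 2 hours at 37 deg C.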
BCR signal inh: qHTS Assay to Find Inhibitors of Chronic Active B-Cell Receptor Signaling; ABC-DLBCL IkBa-CBG/CBR reporter, luminescence ratio, 4 h; Potency, µM (doses to about 46.1 µM), without a hit: top-dose ratio change, negative = lower green/red ratio, most hits filed as inhibitors; hit rate 0.05% among 340,000; AID 493014, 2011; active = well fitted inhibition curve with a large enough effect in the signal ratio, with a control signal flat, not every such curve was filed as active; inconclusive = small, poorly fitted or top-dose-only effect, or effect the other way, or a change in a side signal; the % refers to the signal ratio;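 also: potency is read from the fitted curve at half-maximal effect; plate controls were basal doxycycline-induced cells for no effect and cells given 10 µM MG132 for full effect; MG132 reads +100%, hits lower the ratio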
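TMD8 ABC-DLBCL cells carrying doxycycline-inducible green luciferase fused to IkappaBalpha plus unfused red luciferase were exposed to compounds (up to 46 uM) for 4 hrs at 37C. Activity came from the overlap-corrected green/red luminescence ratio.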
Giardia kill: Small Molecules that selectively kill Giardia lamblia: qHTS | hit rate 0.15% among 340,000 | activity change, % at 7.66 µM, hits read low | Giardia lamblia trophozoite viability; in the data active = activity change below about -80%; inconclusive = between about -30% and that limit;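 also: parasites exposed to compound for two days anaerobically before the ATP read; % is scaled to controls: 0 for no effect and ±100 for the full control effect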
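Luminescence from cellular ATP indicates surviving trophozoites (100 cells/well) following 48 hrs anaerobic compound treatment at 37 deg C; signal develops 15-30 min at room temperature.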
Coupling enz: qHTS Assay for Inhibitors of Fructose-1,6-bisphosphate Aldolase from Giardia Lamblia: Coupling assay counterscreen; coupling enzyme system counterscreen, AmpLite Red fluorescence; hit rate 0.67% among 290,000; activity change, negative = inhibition, % at 58.2 µM, hits read low; in the data active = activity change below about -30%; also: % is scaled to controls: 0 for no effect and ±100 for the full control effect
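Final compound at 57.5 uM, incubated 10 min at RT with coupling enzyme reagent (glyceraldehyde-3-phosphate), then 20 min with substrate and AmpLite Red detection. Fluorescence read at 525/598 nm; tests interference with the coupling assay, not aldolase inhibition.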
Starred values were filed as active, the others as inactive; i = inactive; ? = inconclusive; . = not tested or not shown; [ ] = another dose, or the depositor's remark. Unless noted, calls follow the shape of the dose curve; as a rule, active = well fitted curve in the direction sought with a large enough effect; inconclusive = small, poorly fitted or top-dose-only effect, or another doubt; inactive = no such curve, though single readings can be large; an effect the other way counts as inactive or inconclusive.

Below each SMILES: TCR activator	Coupling enz	TSHR antagonist	hERG WT inh	Tb PFK inh	A-T KAP1 phos	GALK inh	CXXC DNA block	Giardia kill	BCR signal inh
Cc1cc(C)cc(NC(=S)NN)c1
→ -1.6%	-2.9	-7.8	-23.3	-1.9%	0.1%	0.8%	1.0%	-5.9	?
CCn1cc(-c2cc(C(=O)O)c3ccccc3n2)cn1
→ -1.7%	-6.1	7.8	i	-0.7%	1.5%	0.7%	7.1%	?	-3.6%
CC(=O)Nc1ccc(N2CCCCC2)cc1
→ -0.1%	-1.0	-11.9	-1.8	2.7%	0.6%	-1.7%	20.4%	-5.5	-1.3%
Nc1nonc1-n1nnc(C(=O)N/N=C/c2ccccc2Cl)c1CN1CCOCC1
→ -2.3%	.	9.3	1.9	-1.0%	-10.3%	-3.9%	1.5%	3.3	?
COCCOC(=O)C1=C(C)Nc2ncnn2C1c1ccc(F)cc1 (stereo not drawn)
→ 5.4%	2.0	3.6	1.2	0.5%	0.5%	-2.6%	-2.4%	-1.8	10.1%
C=CCSc1nnnn1-c1ccc(OC)cc1
→ 2.0%	0.4	-7.7	-15.7	-0.3%	0.9%	-1.8%	-0.8%	4.7	-20.6%
C=CCn1c(SC(C)C(=O)NCC2CCCO2)nnc1-c1ccc(OC)cc1 (stereo not drawn)
→ .	.	.	-3.8	6.5%	16.8%	.	.	-13.1	-1.0%
O=Nc1[nH]c(=O)c(/C=C(\O)c2ccccc2)nc1NO
→ 0.3%	3.9	5.3	1.9	4.0%	-15.0%	-0.1%	4.1%	2.6	?
COc1ccc(CCC(=O)OCC(=O)c2ccc[nH]2)cc1OC
→ -2.7%	.	-2.8	-5.2	17.8%	4.6%	.	.	4.6	-0.2%
O=C(/C=C/c1ccc([N+](=O)[O-])cc1)OCc1cnc(-c2ccccc2)o1
→ -1.3%	-1.5	2.2	-4.3	0.8%	-2.5%	-1.3%	-1.3%	8.2	0.3%
O=C(CCCn1c(=S)[nH]c2ccc(Br)cc2c1=O)NCC1CCCO1 (stereo not drawn)
→ 0.4%	3.1	65.9	11.1	-2.4%	4.7%	-6.0%	-1.9%	4.2	-24.2%
CCOC(=O)c1nnn(CC(=O)Nc2cc(Cl)ccc2C)c1C(=O)OCC
→ 7.5%	-0.5	-2.0	-8.1	-5.5%	-6.1%	-2.7%	-25.6%	13.2	?
CCC(CO)Oc1cc(NCc2ccc(C)cc2)c2ncn(C(C)C)c2c1 (stereo not drawn)
→ -1.3%	.	8.8	2.7	3.9%	-11.8%	.	.	18.0	-2.5%
O=S(=O)(Nc1nc2c(s1)CCCC2)c1ccc(F)cc1
→ -1.9%	-0.4	-8.0	-41.4	-0.7%	-2.2%	0.1%	5.7%	14.7	0.9%
COc1ccc(OC)c(C2=NS(=O)(=O)N(C)C(C(=O)Nc3ccc(C(C)=O)cc3)=C2)c1
→ -10.0%	-2.0	-8.3	-4.0	1.1%	-7.4%	-0.3%	5.4%	-22.2	2.8%
CCOc1ccccc1C(=O)Nc1ccc(C(=O)c2ccccc2)cc1
→ 2.9%	0.9	21.4	-1.8	-1.8%	10.4%	-7.0%	9.9%	-5.6	1.0%
Cc1[nH]n(C(N)=S)c(=O)c1N=Nc1ccc(Br)cc1
→ 3.0%	3.3	-8.0	3.4	-0.6%	-12.0%	5.6%	-1.4%	-18.3	?
CCOCCCNC(=O)C(c1ccc(OC)cc1)N(Cc1ccc2c(c1)OCO2)C(=O)CNC(C)=O (stereo not drawn)
→ 0.6%	1.5	5.5	0.2	1.8%	0.3%	0.0%	1.7%	-9.3	-14.8%
Cc1ccc(-c2nc(NCCN(C)C)c3ccccc3n2)cc1
→ 20.1%	-0.7	34.2	4.1	-1.8%	10.3%	-3.1%	-9.7%	9.3	?
CC(C)CCN(C)c1ccc(/C=N/n2cnnc2)cc1
→ 13.1%	0.1	-1.7	-3.9	8.6%	-2.6%	-0.5%	1.5%	12.7	3.2%
Cc1ccc(-n2c3nc(=O)[nH]c(=O)c-3cc3cc([N+](=O)[O-])ccc32)cc1C
→ 1.5%[46.1 µM]	-29.4	-22.1	-1.7	-1.4%	-1.4%	-14.8%	1.9%	-0.3	-6.2%
COc1cccc(NC(=O)COc2ccc3c(c2)CCC3)c1
→ 4.7%	0.0	-2.2	6.5	1.9%	1.3%	9.4%	-6.0%	-6.9	?
CCC(=O)Nc1ccc(C(=O)Nc2cc(C)on2)cc1
→ -3.0%	7.7	-2.2	18.6	1.0%	0.5%	-1.5%	7.5%	-7.1	?
COc1ccc(OC)c(NC(=O)CC(NC(C)=O)c2ccccc2)c1 (stereo not drawn)
→ 13.4%	-0.6	-4.6	-14.2	-1.8%	3.7%	3.3%	6.2%	8.3	-1.3%
CCN(CC)C(=O)C1CCCc2c1[nH]c1ccc(Cl)cc21 (stereo not drawn)
→ -0.9%[46.1 µM]	0.7	-4.7	4.4	16.5%	3.0%	0.4%	0.0%	-8.3	?
CCCC(=O)N(Cc1cc(=O)[nH]c2ccccc12)c1ccccc1OC
→ -4.1%	-0.1	-7.2	18.1	-4.7%	-2.0%	-2.2%	2.7%	6.0	?
CCOc1ccc(C2C(C(=O)c3ccc(C)o3)=C(O)C(=O)N2c2cc(C)on2)cc1OC (stereo not drawn)
→ 0.2%	0.3	3.0	-2.6	2.1%	-1.6%	0.4%	-20.2%	15.3	-2.2%
COCCOC(=O)C1=C(C)N(c2ccccc2)C(=O)NC1c1cccc([N+](=O)[O-])c1 (stereo not drawn)
→ 1.0%[46.1 µM]	4.7	40.2	10.4	-0.8%	5.8%	-0.6%	-0.2%	0.2	-6.4%
CCOC(=O)C1=C(COC(=O)C(C)(C)Oc2ccc(Cl)cc2)NC(=O)NC1C (stereo not drawn)
→ -3.0%	.	-4.4	-3.9	-6.7%	3.6%	.	.	5.4	0.2%
O=C1CCC(c2ccccc2)=NN1Cc1c(F)cccc1Cl
→ 0.7%	-6.2	-0.5	2.2	-4.1%	3.4%	0.2%	-12.3%	6.8	1.8%
Cc1ccc(N(C(=O)Cn2nnc(-c3ccc(C)o3)n2)C(C(=O)NC2CCCC2)c2ccncc2)cc1 (stereo not drawn)
→ -4.4%	0.4	-5.6	3.5	1.9%	-12.2%	-0.1%	18.6%	11.5	3.2%
CC(C)NC(=O)N(C)C[C@@H]1Oc2ccc(NC(=O)Nc3ccc(C(F)(F)F)cc3)cc2CC(=O)N([C@H](C)CO)C[C@@H]1C
→ 4.6%	.	-0.4	24.7	3.4%	-1.6%	.	.	-20.5	1.9%
CCCc1cc(=O)oc2c3c(cc(OCC(=O)NCc4ccccn4)c12)OC(C)(C)CC3
→ -2.0%	0.0	-5.8	4.9	-5.8%	-1.2%	.	2.1%	0.0	3.5%
O=C1OC(CC(=O)N(Cc2nnc(-c3ccccc3Cl)o2)C2CC2)c2ccccc21 (stereo not drawn)
→ -7.8%	.	-2.0	4.7	-4.1%	3.3%	.	.	-15.2	-2.3%
COc1cccc(NC(=O)C(c2ccccc2)N2CCCCC2)c1 (stereo not drawn)
→ 6.0%	1.4	-1.3	-7.6	6.7%	0.4%	7.2%	1.9%	-20.5	17.0%
Cc1ccc(NC(=O)c2ccc(-n3cccn3)nc2)cc1
→ -6.0%	-2.9	-5.1	-4.3	-5.0%	7.4%	-1.6%	5.0%	11.0	1.5%
Cc1nnc(NC(=O)c2c(F)cccc2F)s1
→ 2.4%	2.6	-0.5	-2.6	-2.5%	10.6%	0.5%	5.5%	-2.4	4.1%
COc1ccc(/C(O)=C2/C(=O)C(=O)N(c3ccccn3)C2c2ccc(OC)c(OC)c2)cc1 (stereo not drawn)
→ 3.1%	-3.8	-4.9	3.9	1.2%	-11.5%	5.7%	-6.4%	-3.1	1.9%
Cc1ccc(CNC(=O)CSc2ncccn2)cc1
→ -21.1%	-0.6	-6.1	-24.5	3.6%	2.5%	1.7%	6.9%	10.3	8.4%

Source: PubChem BioAssay (National Center for Advancing Translational Sciences (NCATS))
